TRPC4 agonist – activators of mouse TRPC4 channel, primary screen, Fluo4 calcium, HEK293 TRPC4beta/mu-opioid cells; Short transient receptor potential channel 4 (Mus musculus), Q9QUQ5; Fluo4 calcium fluorescence; active compounds read high; B-score at 10 µM; 310,000 compounds, 0.49% hits; AID 2237, 2010;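 active = B-score above 5 SD of library B-scores, and initial fluorescence ratio not above library mean plus 5 SD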;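 also: positive B-score marks a calcium rise read as TRPC4 activation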
Target sequence (Q9QUQ5 whole entry, looked up): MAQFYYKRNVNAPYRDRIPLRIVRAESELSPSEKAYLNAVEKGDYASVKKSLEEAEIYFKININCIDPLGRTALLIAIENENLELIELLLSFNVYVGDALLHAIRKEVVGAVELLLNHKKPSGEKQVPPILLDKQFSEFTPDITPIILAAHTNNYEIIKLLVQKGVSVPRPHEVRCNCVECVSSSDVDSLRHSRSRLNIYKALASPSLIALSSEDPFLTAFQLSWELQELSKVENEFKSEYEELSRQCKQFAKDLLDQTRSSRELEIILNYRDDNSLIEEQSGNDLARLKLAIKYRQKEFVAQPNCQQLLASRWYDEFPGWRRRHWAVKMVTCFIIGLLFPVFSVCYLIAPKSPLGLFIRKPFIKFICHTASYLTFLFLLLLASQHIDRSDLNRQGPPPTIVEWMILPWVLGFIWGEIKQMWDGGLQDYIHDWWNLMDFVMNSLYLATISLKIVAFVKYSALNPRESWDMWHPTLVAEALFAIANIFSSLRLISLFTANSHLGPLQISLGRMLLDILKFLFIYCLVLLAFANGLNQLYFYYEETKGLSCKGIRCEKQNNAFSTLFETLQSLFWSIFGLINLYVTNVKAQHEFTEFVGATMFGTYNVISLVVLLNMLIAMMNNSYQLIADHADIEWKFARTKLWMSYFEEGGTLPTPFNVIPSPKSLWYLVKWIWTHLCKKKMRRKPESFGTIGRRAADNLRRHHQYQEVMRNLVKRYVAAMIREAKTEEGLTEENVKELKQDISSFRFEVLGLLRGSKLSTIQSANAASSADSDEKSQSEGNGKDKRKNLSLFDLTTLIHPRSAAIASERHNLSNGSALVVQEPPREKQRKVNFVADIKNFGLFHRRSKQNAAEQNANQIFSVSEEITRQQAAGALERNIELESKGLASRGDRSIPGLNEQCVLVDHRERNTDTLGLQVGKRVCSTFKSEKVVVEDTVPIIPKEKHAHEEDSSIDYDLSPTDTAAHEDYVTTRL
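System: HEK293 cells stably co-expressing mouse TRPC4beta and mu-opioid receptor; Schedule: Fluo4 dye loading 45 min at room temperature, 110 s recording; Detection: Fluo4 fluorescence, kinetic; Evaluation: B-scored integrated calcium fluorescence ratio; Controls: buffer (low) and maximal DAMGO (high).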
TRPC6 activator – mouse TRPC6 channel activators, primary screen, cell-based, HEK293, membrane potential dye; Short transient receptor potential channel 6 (Mus musculus), Q61143; HEK293-TRPC6 membrane potential dye fluorescence; active compounds read high; B-score at 10 µM; 310,000 compounds, 0.13% hits; AID 2550, 2010;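 active = B-score of the integrated fluorescence ratio above library mean plus 3 SD, and starting fluorescence ratio within library mean plus 5 SD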;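 also: higher score means more depolarization so channel activation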
MrgX1 antag – antagonists of human MrgX1 receptor, primary screen, HEK293 cells, Fluo-4 calcium flux. Mas-related G-protein coupled receptor member X1 (Homo sapiens), Q96LB2. BAM8-22 antagonism; active compounds read low. B-score at 10 µM. 310,000 compounds, 1.3% hits;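 active = calcium-response B-score plate-corrected more than 3 library SD below zero, starting fluorescence within 5 deviations, no agonist response on first addition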;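 also: peak minus trough fluorescence over baseline after final BAM8-22 challenge near maximal dose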
IEC-6 cytotox – cytotoxicity in IEC-6 intestinal epithelial cells, primary screen, cytotoxicity control for KLF5 inhibitor project, cell-based, luminescence; IEC-6 cytotoxicity, luminescence viability; inhibition, % at 5 µM; 290,000 compounds, 0.78% hits; AID 1825, 2009; in the data active = inhibition above about 22%;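 also: 0% = plate median of test compound wells and 100% = cytotoxic reference compound wells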
HIF activator – HIF pathway transcriptional activators, primary screen, cell-based, U2OS HRE-luciferase, luminescence | U2OS HRE-luciferase reporter; normalized: DMSO 0%, desferrioxamine 100% | activation, % at 7.5 µM (by protocol) | 300,000 compounds, 0.32% hits | AID 1910, 2009;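 active = mean activation of at least 10% of the iron chelator positive control signal, with at least half of replicates also reaching 10%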
TRPC6 inh – mouse TRPC6 channel inhibitors, primary screen, cell-based, HEK293, membrane potential dye. Short transient receptor potential channel 6 (Mus musculus), Q61143. ACh-evoked depolarization; active compounds read low. B-score at 10 µM. 310,000 compounds, 1.1% hits. AID 2553, 2010;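 active = B-score under library mean minus 3 SD, initial fluorescence not abnormally high, positive integrated signal ratio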;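 also: B-score derived from integrated fluorescence ratio over the kinetic read; more negative B-score means stronger inhibition of depolarization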
aSyn UTR inh – MLPCN primary screen, SNCA 5' untranslated region; 300,000 compounds, 0.82% hits; AID 1813, 2009; alpha-synuclein 5'UTR reporter, inhibitor activity; inhibition, % (tested at 7.5 µM); in the data active = inhibition above about 60%;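 also: H4 neuroglioblastoma cells stably carrying SNCA 5'UTR luciferase fusion; 0% = DMSO wells and 100% = positive control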
KLF5 inh – KLF5 expression inhibitors, primary screen, DLD-1 cells, luminescence; DLD-1 KLF5 promoter-luciferase reporter; inhibition, % at 5 µM; AID 1700, 2009; 290,000 compounds, 0.23% hits;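 active = inhibition above a per-plate limit of that plate's mean compound inhibition plus 3 SD, cut at about 60% in these data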;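 also: 0% = DMSO wells and 100% = LY294002 at 200 µM; higher means less KLF5 promoter-driven luciferase light; inactives centre near -14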
SKKanGAS inh – S. pyogenes SKKanGAS growth inhibitors in kanamycin, primary screen, streptokinase expression inhibitor project, SKKanGAS strain, BacTiter-Glo luminescence | 6 h | inhibition, % at 7.5 µM | 300,000 compounds, 1.3% hits | AID 1662, 2009;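 active = mean replicate score, as percent of positive control median, at least 50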;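 also: strain carries kanamycin resistance gene driven by streptokinase promoter and grows in 40 µg/ml kanamycin; loss of luminescence reflects streptokinase promoter inhibition or plain growth inhibition; 0% = median of DMSO wells and 100% = positive control at its reference dose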
TRPC4 potent – positive allosteric modulators of TRPC4, primary screen, cell-based, mouse TRPC4beta, HEK293 mu-opioid, Fluo-4 calcium | Short transient receptor potential channel 4 (Mus musculus), Q9QUQ5 | DAMGO EC20, Fluo-4 Ca2+ flux; active compounds read high | B-score at 10 µM | 310,000 compounds, 0.42% hits | AID 2227, 2009;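 active = B-score of calcium response area above 5 SD of library B-scores, with initial fluorescence ratio within 5 SD of library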;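 also: B-score of integrated fluorescence ratio over time as area under calcium response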
TRPC4 inh – inhibitors of mouse TRPC4 channel, primary screen, Fluo4 calcium, HEK293 TRPC4beta/mu-opioid cells; DAMGO-evoked Fluo4 calcium flux; active compounds read low; 300,000 compounds, 0.39% hits; B-score at 10 µM; AID 2247, 2010; Short transient receptor potential channel 4 (Mus musculus), Q9QUQ5;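 active = B-score over 3 SD under the library average, no early fluorescence shift, positive overall ratio signal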
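Assay system – HEK293 line stably carrying TRPC4beta and mu-opioid receptor · Doses – single dose · Detection – Fluo4 calcium-dye fluorescence, kinetic read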
The depositor's hits bear a star; i = inactive; . = no result given. Rows are unselected; about 5.8% have a hit in one of these screens.

SMILES	TRPC4 agonist	TRPC6 activator	MrgX1 antag	IEC-6 cytotox	HIF activator	TRPC6 inh	aSyn UTR inh	KLF5 inh	SKKanGAS inh	TRPC4 potent	TRPC4 inh
N#CCSc1nnc2c(Cl)cc(Cl)cn12	i	i	i	-1.7	.	i	-1.4	-15.0	4.3	i	i
CCOC(=O)c1cnn(-c2nc(OCC)cc(OCC)n2)c1C	i	i	i	2.5	-0.8	i	26.7	-19.4	-1.5	i	i
COc1ccc(C(=O)CN2C(=O)C(C)(C)Oc3ccc(C(=O)N4CCCCCC4)cc32)cc1	i	i	i	0.5	-0.8	i	17.3	1.8	0.2	i	i
CCOC(=O)c1ccc(NC(=O)CN2CCN(C(=O)C3CCCO3)CC2)cc1 (stereo not drawn)	i	i	-6.33*	-1.8	-0.3	i	-1.2	-30.5	-4.4	i	i
Cc1ccc(-n2c(C)nn(Cc3ccc([N+](=O)[O-])cc3)c2=O)cc1	i	i	i	-4.9	0.1	i	10.6	-13.6	-1.8	i	i
Cc1cc(OC(=O)c2c(Cl)cccc2Cl)nc(C)n1	i	i	i	10.5	-0.8	i	-12.7	-31.2	8.3	i	i
Cc1nnc(NC(=O)c2ccc(-c3ccc(Cl)cc3)o2)s1	i	i	i	.	-0.7	i	4.1	.	-4.1	i	i
COCCn1c(SCC#N)nnc1-c1ccccc1O	i	i	i	0.4	-0.3	i	-34.8	-17.5	1.2	i	i
CCOCC(=O)OCC(=O)NC12CC3CC(CC(C3)C1)C2	i	i	i	1.9	0.7	i	-20.7	-13.6	-12.4	i	i
COc1ccc(Br)cc1C(=O)NC(=S)Nc1ccc2[nH]c(=O)[nH]c2c1	i	i	i	4.0	-0.1	i	17.8	-12.0	3.7	i	i
COc1ccc(/C(O)=C2/C(=O)C(=O)N(CC3CCCO3)C2c2cccc(OC)c2)cc1 (stereo not drawn)	i	i	i	1.9	0.0	i	29.7	-19.5	-2.5	i	i
N/C(Cc1ccc([N+](=O)[O-])cc1)=N\OC(=O)Cc1ccc(Cl)cc1	i	i	i	0.0	0.2	i	-7.9	-19.2	4.7	i	i
O=C(NNC(=O)C1CCCCC1)c1ccc(Br)cc1	i	i	i	1.7	0.3	i	-37.0	-24.1	3.3	i	i
CCN1CCCC1CNC(=O)c1cc2cc(OC)c(OC)cc2[nH]1 (stereo not drawn)	i	i	i	0.1	-0.4	i	-12.4	-5.2	-1.2	i	i
COc1ccc(S(=O)(=O)Nc2ccc(S(=O)(=O)Nc3nc(C)cc(C)n3)cc2)cc1OC	i	i	i	0.9	-0.4	i	30.6	19.4	7.3	i	i
O=C(O)CCNC(=O)c1cncc(Br)c1	i	i	i	-2.0	-0.4	i	3.6	-12.5	-5.6	i	i
Cc1ccc(NC(=O)Nc2nnc(Cc3ccc([N+](=O)[O-])cc3)s2)cc1C	i	i	i	0.2	0.6	i	21.2	-8.5	-4.0	i	i
Cc1nn(CC(=O)NN)c(C)c1Br	i	i	i	5.7	-0.3	i	10.3	5.0	-3.2	i	i
ON1C(c2ccccc2)CC2(O)c3nonc3CCC12 (stereo not drawn)	i	i	i	-3.9	0.1	i	-4.8	-21.1	-3.5	i	i
Cc1noc(C)c1S(=O)(=O)Nc1ccc(C(=O)NC2CCCCC2)cc1	i	i	i	4.6	0.8	i	12.2	-42.5	11.7	i	i
Cc1ncsc1CCOC(=O)c1ccccc1	i	i	i	-4.5	0.2	i	-36.5	0.2	-9.3	i	i
CS(=O)(=O)n1nc(OC(=O)c2cc(Br)ccc2Cl)cc1N	i	i	i	6.9	-0.2	i	-11.7	-34.1	2.4	i	i
CCCCc1nc2cc(C(=O)N3CCC(OC)CC3)ccc2o1	i	i	i	-0.6	1.5	i	-59.0	-52.3	0.3	i	i
O=C(COc1ccc(Cl)cc1)NCC(=O)N1CCC2(CC1)NCCc1[nH]cnc12	i	i	i	-4.6	-0.1	i	15.1	-19.1	-5.5	i	i
Cc1ccccc1-c1nc(CS(=O)CC(=O)NCCc2ccc(Cl)cc2)c(C)o1 (stereo not drawn)	i	i	i	0.4	-0.2	i	6.8	-15.9	-4.7	i	i

New compounds follow.
SMILES	TRPC4 agonist	TRPC6 activator	MrgX1 antag	IEC-6 cytotox	HIF activator	TRPC6 inh	aSyn UTR inh	KLF5 inh	SKKanGAS inh	TRPC4 potent	TRPC4 inh
O=C(N/N=C/c1cccc([N+](=O)[O-])c1)C1CC1c1ccccc1 (stereo not drawn)	i	i	i	4.1	-0.3	i	9.7	11.3	3.7	i	i
Cc1ccc2cc3c(NS(=O)(=O)c4cccc5nonc45)nn(CC(C)C)c3nc2c1	i	i	i	2.7	0.8	i	14.7	-8.7	23.2	i	i
Cc1oc(-c2ccc3c(c2)OCCO3)cc1C(=O)NCC(=O)O	i	i	i	-0.9	1.2	i	-126.1	-48.7	-3.0	i	i
COc1ccc(C(C(=O)NC2CCCC2)N(Cc2cccnc2)C(=O)Cc2cccs2)cc1OC (stereo not drawn)	i	i	i	3.1	-0.5	i	-20.5	-16.9	-1.7	i	i
COc1ccccc1OCC(=O)Nc1cc(NC(=O)COc2ccccc2OC)cc(C(=O)O)c1	i	i	i	0.0	-1.3	i	12.7	-4.2	18.9	i	i
C=CCNC(=O)c1c(Cl)nc(C)c([N+](=O)[O-])c1C	i	i	i	4.0	-0.2	i	-13.4	10.5	-1.1	i	i
O=C(Nc1ccccc1)NC1(C(=O)NCc2cccs2)CCCCC1	i	i	i	0.7	-0.3	i	-5.3	3.9	4.8	i	i
CCN(CC)c1ccc(NC(=O)CN2CCN(S(=O)(=O)c3cc(Cl)ccc3OC)CC2)cc1	i	i	i	-2.2	0.0	i	42.1	-30.7	0.6	i	i
COc1ccc(C(=O)N2N=C3CC(C)(C)OCC3C2c2ccccc2)cc1 (stereo not drawn)	i	i	i	-1.8	-0.1	i	2.6	-26.6	1.2	i	i
Cc1nn(Cc2ccc(Cl)cc2)c(C)c1NC(=O)c1cc(-c2ccco2)on1	i	i	i	0.7	-0.3	i	6.3	-21.6	-0.8	i	i
Cc1ccc(NC(=O)CNCc2ccccn2)cc1S(=O)(=O)N(C)C	i	i	i	0.0	1.7	i	-7.9	-39.0	-0.7	i	i
Cc1ccc(C(=O)N2CCN(c3ccccn3)CC2)cc1	i	i	i	0.8	-0.3	i	-10.3	-9.9	1.1	i	i
CCN(CC)c1ccc2cc(C(N)=O)/c(=N\NC(=O)c3ccncc3)oc2c1	79*	i	i	-3.3	0.3	-7.68*	-8.9	-22.4	6.5	i	i
COc1ccc(/C=C/c2nnc(NC(=O)CC(C)C)s2)cc1	i	i	i	1.4	0.3	i	-13.5	-23.8	19.0	i	i
COc1cccc(NC(=O)Cn2cnc3sc(C)c(S(=O)(=O)N4CCN(C)CC4)c3c2=O)c1	i	i	i	1.9	0.3	i	6.9	-25.1	-8.7	i	i
COc1cc2ccccc2cc1C(=O)Nc1nccs1	i	i	-4.59*	9.7	2.9	i	-256.0	-79.1	-4.3	i	i
Cc1cc(-c2ccccc2)nc(N/N=C/c2cccnc2)n1	i	i	i	4.4	1.3	i	-6.2	-46.2	-9.4	i	i
CN1C(=O)C(O)(C2CCCCCC2=O)c2ccccc21 (stereo not drawn)	i	i	i	-1.1	0.5	i	12.4	-2.0	0.8	i	i
NC(=NCc1ccc2c(c1)OCO2)NC(=O)c1ccccc1	i	i	.	-0.4	-0.2	i	10.8	6.2	4.2	i	i
CC1CCCC(NC(=O)Cc2ccc(Br)cc2)C1C (stereo not drawn)	i	i	i	-1.4	-0.1	i	6.7	-25.0	7.9	i	i
Cc1ccc(NC(=O)CN(C)Cc2nc3ccccc3c(=O)[nH]2)c(Br)c1	i	i	i	6.3	-0.1	i	12.8	0.0	-2.4	i	i
Cc1cccc(C(=O)Oc2ccc(/C=N/O)cc2)c1	i	i	i	-1.1	1.6	i	-71.8	-86.5	-3.7	i	i
CCCCN(C)C(=O)c1ccc2c(c1)N(CC)C(=O)c1ccccc1S2=O (stereo not drawn)	i	i	i	7.7	-3.2	i	-5.8	-30.5	-4.3	i	i
COC(=O)c1ccccc1NC(=O)c1cc[n+]([O-])cc1	i	i	i	2.3	-0.5	i	-7.2	-34.0	2.4	i	i
CN1CCC(OC(=O)c2cccc(Cl)c2)CC1	i	i	i	-0.8	0.0	i	-5.6	-9.4	-2.4	i	i

The results go on.
SMILES	TRPC4 agonist	TRPC6 activator	MrgX1 antag	IEC-6 cytotox	HIF activator	TRPC6 inh	aSyn UTR inh	KLF5 inh	SKKanGAS inh	TRPC4 potent	TRPC4 inh
FC(F)(F)c1n[nH]c(=S)n1/N=C/c1ccco1	i	i	i	-4.4	-1.1	i	9.3	6.3	-3.0	i	i
CCN(c1ccccc1)S(=O)(=O)c1ccc2c(c1)N(C(C)=O)CCS2	i	i	i	3.3	-0.7	i	16.5	-5.8	0.1	i	i
COc1cc(O)c(C(CC(=O)N2CCN(c3ccccc3)CC2)c2cc(OC)c(OC)c(OC)c2)c(OC)c1 (stereo not drawn)	i	i	i	.	-0.2	i	-7.9	.	-0.2	i	i
O=C(NC(N1CCCC1)C(Cl)(Cl)Cl)c1ccccc1 (stereo not drawn)	i	i	i	-6.2	-0.4	i	10.9	-22.8	-5.7	i	i
COc1ccc(CCNc2cc(C)nc3c(-c4ccccc4)cnn23)cc1OC	i	i	i	11.1	0.0	i	33.7	10.6	30.1	i	i
CC(C)Cc1cc(C(=O)NCc2ccco2)no1	i	i	i	0.8	3.0	i	-92.1	-81.2	-2.7	i	i
CC(C)(C)c1ccc(-n2ncc3c2CCCC3NC(=O)CCn2cncn2)cc1 (stereo not drawn)	i	i	i	-1.4	0.2	i	-8.5	-22.9	3.3	i	i
Cn1ncc(N=Cc2c(O)ccc3ccccc23)c1C(=O)Nc1cccc(Cl)c1	i	i	i	-6.0	0.2	i	-26.7	-6.7	12.0	i	i
CCC(=O)Nc1cccc2ccccc12	i	i	i	2.4	0.3	i	1.2	-14.0	0.7	i	i
